# Screens: PubChem BioAssay, several laboratories
# HSP90 refold inh: HSP90 refolding inhibition in rabbit reticulocyte lysate; luciferase refolding luminescence, 3 h; 290,000 tested, 0.91% active; inhibition, % at 5.6 µM;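 active means inhibition above the screen-wide mean plus 3 SD, computed separately per campaign, cut at about 16% in these data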;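 further: 0% = DMSO wells and 100% = 60 µM geldanamycin wells; inhibitors lower the luminescence because luciferase stays unfolded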
# HSF1 inh: HSF1 inhibition; NIH3T3-HGL HSE-luciferase, MG132-induced, luminescence 8 h; active compounds read low; activity change, negative = inhibition, % at 7.5 µM (by protocol); 300,000 tested, 0.77% active; AID 2098;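 active means more than half of replicate wells show activity change below -50%, luminescence cut by over half; inconclusive means some wells, but at most half, below -50%; inactive means no replicate well below -50%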;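 further: luciferase reports HSF-1 transcriptional activity via heat shock element; 0% = median of DMSO wells and -100% = zero luminescence signal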
# DYRK1A inh: inhibitors of rat Dyrk1A kinase; Q63470; ADP-Glo luminescence, NFATc1 peptide; inhibition, % at 12.5 µM; 310,000 tested, 0.43% active; in the data active means inhibition above about 50%;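 further: plate controls were vehicle with enzyme for no effect and no enzyme for full effect; many of its hits are not listed in these tables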
# GSK3A inh: inhibitors of human GSK-3 alpha kinase. 320,000 tested, 0.1% active. AID 2650. ADP-Glo luminescence, 60 min. P49840. inhibition, % at 10 µM;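 in the data active means inhibition above about 50%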;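 further: GST-tagged GSK-3 alpha with peptide substrate and 25 µM ATP; 0% = DMSO neutral wells and 100% = GW8510 positive control wells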
# Platelet DG rel: platelet dense granule release activity | human platelet-rich plasma, SFLLRN dense granule ATP release, luminescence | inhibition, %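 (compounds screened at 7.5 µM in platelet-rich plasma)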 | 300,000 tested, 0.22% active;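 active means mean replicate score, as percent of positive control, at or above 50; inconclusive means mean below 50 but at least one replicate at or above 50; inactive means mean and every replicate below 50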
# AI-2 QS mod: Vibrio harveyi AI-2 quorum sensing modulation. Vibrio harveyi JMH597 AI-2 luminescence/OD600 ratio, 9 h; active compounds read low; strain lacks LuxN and CqsS sensors; 0 = neutral-control median. activity change, % at 7.5 µM. 300,000 tested, 0.4% active; in the data active means activity change below about -75%, passing the limit was not always enough; inconclusive means no clear call, values can overlap the other calls;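 further: luminescence divided by OD600 gain over 9 h not by final OD600 alone; inactives centre near 13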
# PolyA inhibitor: inhibitors of polyadenylation in S. cerevisiae | S. cerevisiae SKY197-pL101 polyadenylation reporter, beta-gal luminescence; efflux-impaired pdr1/pdr3 knockout yeast; score 100 = 6 SD above DMSO | AID 1875 | 300,000 tested, 0.02% active | calls only at 12 µM;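 active means lowest replicate activity score at least 50, where 100 means six control SD above control mean; inconclusive means lowest score under 50 but half or more replicates reach 50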;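 further: yeast exposed to compound for 9 h at 30 °C; higher score means more reporter readthrough which indicates perturbed polyadenylation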
# HDAC3 inh: human HDAC3 inhibition; O15379; AID 2718; recombinant HDAC3, fluorogenic peptide/trypsin coupled, fluorescence; inhibition, % at 8.3 µM; 320,000 tested, 0.15% active; in the data active means inhibition above about 26%, passing the limit was not always enough; inconclusive means no clear call, values can overlap the other calls
# Target sequence (O15379 whole entry, looked up): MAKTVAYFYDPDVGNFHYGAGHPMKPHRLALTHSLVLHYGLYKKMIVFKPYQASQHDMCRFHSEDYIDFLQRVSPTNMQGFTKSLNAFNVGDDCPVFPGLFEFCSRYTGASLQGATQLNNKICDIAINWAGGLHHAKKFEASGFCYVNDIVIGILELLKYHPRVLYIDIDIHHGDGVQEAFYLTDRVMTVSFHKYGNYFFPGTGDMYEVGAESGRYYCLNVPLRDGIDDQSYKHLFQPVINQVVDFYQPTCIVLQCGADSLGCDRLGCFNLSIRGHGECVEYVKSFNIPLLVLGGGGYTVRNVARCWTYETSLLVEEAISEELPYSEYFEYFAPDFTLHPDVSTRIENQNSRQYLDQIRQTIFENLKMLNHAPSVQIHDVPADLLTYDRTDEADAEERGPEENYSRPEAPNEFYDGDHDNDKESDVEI
# GSK3beta inhib: blocks human GSK3beta kinase activity. P49841. GST-GSK3beta kinase, ADP-Glo luminescence, 60 min; active compounds read low. activity score (negative = inhibition), % at 10 µM. 300,000 tested, 0.038% active. AID 2097;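 active means more than half of replicate wells score below -50%, meaning over 50% inhibition versus plate controls; inconclusive means some replicates but at most half score below -50%; inactive means no replicate scores below -50%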;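 further: 0% = median DMSO wells and -100% = median GW8510 positive control wells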
# Target sequence (P49841 whole entry, looked up): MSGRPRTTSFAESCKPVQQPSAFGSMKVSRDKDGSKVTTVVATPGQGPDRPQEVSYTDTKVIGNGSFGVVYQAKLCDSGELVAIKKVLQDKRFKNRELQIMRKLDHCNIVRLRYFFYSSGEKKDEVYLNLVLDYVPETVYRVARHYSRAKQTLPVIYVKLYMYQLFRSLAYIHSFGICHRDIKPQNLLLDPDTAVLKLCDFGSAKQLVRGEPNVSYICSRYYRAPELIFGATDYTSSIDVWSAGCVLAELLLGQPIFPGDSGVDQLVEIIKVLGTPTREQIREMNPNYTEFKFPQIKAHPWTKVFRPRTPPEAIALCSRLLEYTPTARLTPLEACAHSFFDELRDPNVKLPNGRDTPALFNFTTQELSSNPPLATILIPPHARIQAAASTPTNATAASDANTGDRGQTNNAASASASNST
#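 Assay system: GST-fused GSK3beta enzyme, cell-free / Medium: Tris pH 7.5 buffer with MgCl2, DTT, BSA, heparin / Also added: peptide substrate plus 25 µM ATP (final) / Compound: 10 µM single point / Timing: kinase reaction with compound 60 min at room temperature / Detection: ADP-Glo luminescence / Benchmarks: DMSO neutral wells and GW8510 at 20 µM as positive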
# HSF1 activator: increases HSF-1 driven luciferase reporter signal. activation, % at 9 µM. AID 504408. NIH3T3-HGL HSF-1 luciferase reporter, MG132, 8 h; 100% = twice DMSO control signal. 300,000 tested, 1.7% active;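 active means mean replicate activation of at least 50% with a set share of replicates each reaching 50%; inconclusive means only one of those two conditions met; inactive means mean below 50% and too few replicates reaching it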;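 further: 0% = median of the neutral control wells and 100% = twice that signal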
# Numbers without * were called inactive; i = inactive; ? = inconclusive; . = no result given; & = joins results of further samples.
SMILES,HSP90 refold inh,HSF1 inh,DYRK1A inh,GSK3A inh,Platelet DG rel,AI-2 QS mod,PolyA inhibitor,HDAC3 inh,GSK3beta inhib,HSF1 activator
COc1ccc(S(=O)(=O)NCCC(=O)N2CCCC2)cc1N(C)S(C)(=O)=O,1.9,5.1,-2.8,-0.7,1.1,4.9,i,-2.7,0.8,-6.0
C=CC[N+](C)(C)CCN1C(=O)C2C(c3ccccc3)C=CC(c3ccccc3)C2C1=O (stereo not given),10.3,-10.6,-4.3,1.3,3.9,7.0,i,?,-3.1,-12.0
COc1ccc(Cl)cc1NC(=S)N1CCC(c2ccc(C)cc2)C1 (stereo not given),0.2,-2.6,12.8,-3.5,-0.7,6.3,i,8.8,-2.3,11.2
Cc1ccccc1Cn1cc(NS(=O)(=O)c2cn(C)nc2C)cn1,-2.2,0.5,4.1,3.3,20.2,9.4,i,-0.7,0.7,1.5
CCOC(=O)N1CCN(C(=O)CCCCCn2c(=S)[nH]c3ccsc3c2=O)CC1,-4.0,-5.6,-3.0,-1.3,2.2,.,i,3.3,.,4.2
NC(=O)C[C@@H]1N[C@]2(C(=O)Nc3ccccc32)[C@@H]2C(=O)N(c3cc(C(F)(F)F)ccc3Cl)C(=O)[C@H]12,-3.0,10.9,-3.7,-2.2,7.2,18.2,i,-8.8,-0.7,-3.1
CCC(=O)N1CCN(c2ccc(NC(=S)NC(=O)C(C)C)cc2)CC1,-2.0,-2.9,-3.5,-0.3,22.4,-10.0,i,10.0,0.7,-1.2
Cc1ccc(CSCC2Nc3ccc(C(=O)N4CCN(c5cccc(C)c5)C(C)C4)cc3NC2=O)cc1 (stereo not given),3.3,-3.2,.,2.0,-4.1,12.7,i,10.0,-2.6,-6.2
O=C(NCC1CC1)c1cc(-c2ccccc2)nn1CC1CC(c2cccc([N+](=O)[O-])c2)=NO1 (stereo not given),.,1.2,.,-3.3,-2.8,16.0,i,2.9,-0.7,-7.2
COCCCNC(=O)Cn1cc(C(C)=O)c2ccccc21,-2.3,-2.8,-1.5,-3.1,-0.3,35.8,i,5.0,0.7,-13.9
CCOC(=O)CSc1nccc(N(C)C)c1C#N,0.5,-2.7,3.0,0.4,13.6,15.6,i,-16.4,-1.5,-4.2
Nc1c(Cl)ncnc1N1CCCC1,1.0,-3.1,-0.5,-4.0,-8.3,14.6,i,-1.1,-0.5,0.7
OC(C#CCN1CCOCC1)(c1ccccc1)C1CC1 (stereo not given),-1.7,0.7,0.5,1.6,1.2,20.6,i,.,-1.0,-4.2
CN(C)c1ccc(/C=C/c2cc[n+]([O-])cc2)cc1,-1.6,1.1,.,-3.1,4.2,-31.5,i,11.2,1.8,17.3
COc1ccccc1NC(=O)CN(c1ccc(C23CC4CC(CC(C4)C2)C3)cc1)S(C)(=O)=O,3.8,5.6,0.3,-2.5,-1.7,4.7,i,-2.6,-2.3,2.7
Cc1c(C(=O)NN)nc2ccccn12,3.5,.,-0.2,-1.4,2.2,-1.8,i,2.5,-1.4,.
Cc1cccc(NC(=O)CSc2nc3ccccc3nc2N2CC(C)OC(C)C2)c1 (stereo not given),-1.9,10.3,3.0,-1.9,20.8,19.8,i,1.4,2.5,4.6
CC(=O)N(CCC(Cc1ccccc1)c1ccc2c(c1)OCO2)Cc1ccccc1F (stereo not given),3.5,6.1,2.2,-0.4,1.6,22.1,i,?,1.3,19.7
CN(C)c1ccc(O)c2c1CC1CC3C(N(C)C)C(=O)C(C(N)=O)=C(O)[C@@]3(O)C(=O)C1=C2O (stereo not given in full),.,0.0,8.6,-1.5,-2.2,-120.2*,i,2.6,1.4,-8.4
COc1ccc(/C=N/Nc2ncnc3sc4c(c23)CCCC4)cc1O,0.5,-16.8,11.1,1.7,11.1,9.8,i,4.9,-4.0,-6.5
CC1CCN(S(=O)(=O)CCNC(=O)c2ccccc2)CC1,.,0.5,.,-1.5,11.6,13.6,i,-1.0,1.4,-1.2
O=C(/C=C/c1ccco1)N(c1ccccn1)c1ccccn1,1.1,-5.8,-2.6,-0.1,-2.2,14.5,i,3.7,1.4,-0.1
O=C(Nc1ccc(F)cc1)c1cccc2c1C(=O)N(CC1CCCO1)C2 (stereo not given),-1.1,-2.8,7.3,-0.6,-0.9,13.1,i,-2.7,1.9,-0.6
CN(C)c1ccc(-c2nnc(-c3cccnc3)o2)cc1,6.1,21.4,-2.1,1.5,2.5,-0.3,i,-11.8,-24.7,45.4
CCOC(=O)CN1C(=O)C(CC)Oc2ccc(Cl)cc21 (stereo not given),2.6,5.9,-0.2,-3.7,15.6,7.2,i,-3.1,5.4,3.7
Cc1ccc(O)c(C2=NNC(O)(C(F)(F)F)C2)c1 (stereo not given),-2.1,18.4,9.6,-0.8,9.9,0.3,i,11.9,1.6,33.3
COc1ccc(-c2cc(C(=O)N(C)CC(=O)Nc3ccccc3Cl)c3ccccc3n2)cc1OC,.,-18.2,-4.9,-0.3,.,20.0,i,-0.2,0.6,-23.1
COc1ccc2cc(C(=O)C3CCCN(C(=O)c4snnc4C)C3)ccc2c1 (stereo not given),-1.9,6.8,-2.6,-0.9,-10.7,17.7,i,-30.2,1.5,18.3
O=C1c2ccccc2S(=O)(=O)N1CC(O)COc1ccc(Cl)cc1 (stereo not given),2.6,-9.9,40.4,-0.5,-6.8,-6.1,i,3.9,-1.6,-2.0
COC(=O)c1c(NC(=O)COC(=O)CCS(=O)(=O)c2ccc(C)cc2)sc(C)c1C,-0.9,0.7,-4.1,-0.8,5.4,10.0,i,10.2,-2.2,1.6
COc1ccc(N(C)C(=O)c2cn(CC(C)C)c(=O)c3cc(OC)c(OC)cc23)c(OC)c1,1.0,-5.4,1.7,4.3,9.1,31.9,i,2.7,3.2,13.0
CNC(=O)c1c(NC(=O)CS(=O)(=O)c2ccc(Cl)cc2)sc(C)c1C,.,-1.2,2.8,.,-5.5,8.3,i,.,3.6,-8.5
O=C(NC12CC3CC(CC(C3)C1)C2)C1CCCN1C(=O)NC1CCCCC1 (stereo not given),-3.8,0.2,3.4,1.4,2.2,32.9,i,5.6,1.7,16.0
FC(F)(F)c1nnc2ccc(N3CCOCC3)nn12,6.1,-11.1,-7.2,-0.9,2.6,15.0,i,-1.1,2.7,-16.4
CC(C)CNS(=O)(=O)c1ccc(CCC(=O)NCc2ccco2)cc1,-0.6,-14.6,2.0,0.4,-4.0,-50.2,i,1.8,0.3,-25.4
CCn1c2ccccc2c2cc(NC(=O)CSc3nnnn3-c3ccccc3)ccc21,-2.9,.,-2.4,-0.1,-9.3,39.4,i,-2.8,1.6,.
CCCCOC(=O)c1ccc(OC(=O)N2CCOCC2)cc1,-3.5,-4.8,-0.1,-2.5,?,20.1,i,-2.8,-0.3,15.6
COc1ccccc1NC(=O)N1CCCC1C(=O)NCc1cccs1 (stereo not given),1.4,-4.7,-2.0,0.3,-8.6,.,i,4.7,.,-3.7
C[C@H](NC(=O)[C@@H]1Cc2ccccc2CN1)C(=O)NC1CCCCC1,0.7,0.8,-5.0,-1.7,-5.1,-5.4,i,-0.9,-1.1,11.1
O=C(O)CNC(=O)/C=C/c1c(Cl)cccc1Cl,-1.2,-2.5,4.2,-0.8,1.3,8.2,i,-2.2,0.9,7.4

# Two entries picked at random from those above, as already listed:
SMILES,HSP90 refold inh,HSF1 inh,DYRK1A inh,GSK3A inh,Platelet DG rel,AI-2 QS mod,PolyA inhibitor,HDAC3 inh,GSK3beta inhib,HSF1 activator
FC(F)(F)c1nnc2ccc(N3CCOCC3)nn12,6.1,-11.1,-7.2,-0.9,2.6,15.0,i,-1.1,2.7,-16.4
CCCCOC(=O)c1ccc(OC(=O)N2CCOCC2)cc1,-3.5,-4.8,-0.1,-2.5,?,20.1,i,-2.8,-0.3,15.6

# Remaining list, next part
SMILES,HSP90 refold inh,HSF1 inh,DYRK1A inh,GSK3A inh,Platelet DG rel,AI-2 QS mod,PolyA inhibitor,HDAC3 inh,GSK3beta inhib,HSF1 activator
CCOC(=O)C1CCCN(c2nc3ccccc3nc2C(C#N)C(=O)OCC)C1 (stereo not given),-1.9,16.4,12.4,-2.2,-11.3,28.3,i,1.7,2.2,33.1
CCS(=O)(=O)c1nc(S(=O)(=O)c2ccc(Cl)cc2)c(N2CCC3(CC2)OCCO3)s1,-2.1,-2.1,6.6,-2.2,0.7,15.1,i,3.2,2.6,4.1
O=C(CN(CC1CCCO1)C(=O)CNS(=O)(=O)c1ccccc1)NCc1ccccc1 (stereo not given),-2.6,-0.1,-2.3,-2.4,-12.1,20.8,i,-4.0,0.5,10.0
O=C(c1cc(-c2ccc(Cl)c(Cl)c2)on1)N1CCCCC1,-4.3,32.0,6.4,.,-1.8,-25.0,i,-4.9,0.0,?
Cc1ccc(CSc2ccc3nnc(-c4ccccn4)n3n2)cc1,-1.5,10.0,.,-0.3,-36.9,29.3,i,10.1,3.0,5.2
COc1ccc(C(=O)N(Cc2ccccc2)c2cccc(C)c2)c(OC)c1OC,1.2,4.2,1.8,-4.6,7.1,30.1,i,-0.4,-4.0,-8.6
CCN(CC)S(=O)(=O)c1ccc(C(=O)Nc2nnc(-c3ccco3)o2)cc1,-1.6,-2.4,0.0,-4.9,1.6,37.8,i,12.3,-4.1,0.2
COc1ccc(NC2CCCN(C(=O)CCOc3ccccc3)C2)cc1 (stereo not given),-6.9,3.6,-1.3,-1.9,-0.3,20.7,i,-3.4,2.6,1.3
Cc1nc(S/C(=C\c2ccc(-c3ccc(C(=O)O)c(Cl)c3)o2)C(=O)O)n[nH]1,-2.7,2.9,10.9,.,1.4,12.5,i,.,1.1,1.0
Cn1c2ccccc2c(=O)c2c(=O)n(-c3ccccc3)c(C3CCCCC3)nc21,-3.1,-0.1,-1.7,-1.4,4.9,25.8,i,-0.5,1.1,-10.0
O=C(CNC1C(=O)Nc2ccccc21)Sc1ccccc1 (stereo not given),-2.6,21.8,-4.7,2.1,-1.8,-49.9,i,2.4,-3.6,31.0
Cc1c(NC(=O)CC(C)C)c(=O)n(-c2ccccc2)n1C,7.2,-5.6,-7.2,-1.3,-20.1,8.9,i,1.1,-4.0,-9.8
COc1ccc(NC(=O)c2ccc(CNc3c(NC4CCCCC4)c(=O)c3=O)cc2)c(OC)c1,5.7,0.8,2.8&-1.3,-1.8,-32.7,-11.2,i,6.0,4.8,7.9
Clc1ccccc1Oc1cnc2ccccc2n1,5.4,3.2,-6.1,-1.2,-1.9,1.8,i,3.4,4.7,10.8
O=C(NCC1(c2ccccc2)CCCC1)c1ccccc1Br,-0.6,1.2,-0.7,0.9,2.7,13.8,i,-0.7,0.8,5.3
Cc1ccc(S(=O)(=O)CCC(=O)OCC(=O)N2CCc3ccccc32)cc1,0.9,-7.1,1.4,-1.0,-2.6,29.0,i,-3.0,1.7,-1.3
Cc1cccc(Nc2nc(-c3ccncc3)cs2)c1,-5.4,-0.5,15.7,-5.3,-16.0,24.0,i,-4.8,0.9,11.8

# These rows are one share of the data. The share of hits here may be higher or lower than overall.
